RGS12 GoLoco inh = qHTS Assay for Inhibitors of RGS12 GoLoco Motif Activity (Red Fluorophore). hit rate 0.44% among 230,000. Guanine nucleotide-binding protein G(i) subunit alpha-1 (Homo sapiens), P63096. Gai1:RGS12 GoLoco peptide FP, rhodamine, 10 min. Potency, µM (doses to about 61.6 µM), for the others: at the highest dose activity, negative = inhibition, usual class: inhibitors; active means well fitted inhibition curve with a large enough effect, not every such curve was filed as active; inactive means no such curve, though single readings can be large or run the other way; further: on the % scale 0 is the no-effect control and ±100 the full control effect; nearly all actives have a fitted effect of over 30% in size; many of its hits are not listed in these tables
Target sequence (P63096 whole entry, looked up): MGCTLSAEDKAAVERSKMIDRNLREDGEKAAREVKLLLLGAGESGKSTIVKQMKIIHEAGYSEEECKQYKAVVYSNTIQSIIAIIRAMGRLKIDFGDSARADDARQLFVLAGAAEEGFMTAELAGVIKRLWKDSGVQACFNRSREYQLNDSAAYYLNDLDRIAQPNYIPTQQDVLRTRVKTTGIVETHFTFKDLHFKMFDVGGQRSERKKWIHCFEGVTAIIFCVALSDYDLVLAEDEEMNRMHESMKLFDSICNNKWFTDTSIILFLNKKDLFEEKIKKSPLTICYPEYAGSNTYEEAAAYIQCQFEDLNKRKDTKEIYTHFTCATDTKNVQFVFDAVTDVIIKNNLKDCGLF
GAA inh = qHTS Assay for Inhibitors of Human alpha-Glucosidase as a Potential Chaperone Treatment of Pompe Disease. Potency, µM (top dose mostly 76.9 µM), for the others: top-dose activity change, negative = inhibition, hits mostly inhibitors. hit rate 0.005% among 200,000. Lysosomal alpha-glucosidase (Homo sapiens), P10253. purified human GAA, 4-MU-alpha-glucoside fluorescence. AID 1466, 2008;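 further: plate controls were uninhibited enzyme wells for no effect and no-enzyme background for full effect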
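Human enzyme at 4 nM with 400 uM 4-methylumbelliferyl-alpha-D-pyranoside, citrate/phosphate buffer pH 5.0, 0.005% Tween-20, 20 min at room temperature. Compounds up to 77 uM. 4-MU fluorescence (Ex 365/Em 440) read after NaOH/glycine stop; AC50 from Hill fit.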
HTT cytoprotect = qHTS Multiplex Assay to Identify Dual Action Probes in a Cell Model of Huntington: Cytoprotection (ATP) | PC12 HTT-Q103 induced, cytoprotection, ATP luminescence, 40 h | Potency, µM (titrated, usually from 56.4 µM), for the others: cytoprotection (ATP increase), actives largely listed as activators | hit rate 0.14% among 230,000 | AID 1471, 2008;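 further: % of control where 0% means no effect; nearly all actives have a fitted effect of over 45% in size; toxic huntingtin expression switched on by the ecdysone agonist tebufenozide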
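Quantitative HTS on tebufenozide-induced (100 nM) PC12 cells expressing HTTQ103 exon 1–GFP; compounds tested as a concentration series; survival measured via cellular ATP.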
IMPase Li cell = qHTS Assay for Identifying the Cell-Membrane Permeable IMPase Inhibitors: Potentiation with Lithium; CHO-M1 cells, IP1 TR-FRET (IP-One), carbachol + lithium; Potency, µM (series often up to 59.4 µM), inactives show at the highest dose activity, negative = IMPase inhibition, usual class: inhibitors; hit rate 0.35% among 210,000;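 further: IP1 builds up when IMPase is blocked and the TR-FRET signal falls; plate controls were basal vehicle for no effect and high inhibitor control for full effect; nearly all actives have a fitted effect of over 50% in size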
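Test compounds were applied to CHO-M1 cells previously cultured for 16–30 h at 2000 per well. A small lithium amount accompanied them; after 30 min at 37C, IP1 was quantified by TR-FRET.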
GAA spleen mod = qHTS Assay for Inhibitors and Activators of Human alpha-Glucosidase From Spleen Homogenate; human spleen homogenate, 4-MU-alpha-glucoside fluorescence; hit rate 0.006% among 240,000; AID 2112, 2009; Lysosomal alpha-glucosidase (Homo sapiens), P10253; Potency, µM (top dose mostly 79.9 µM), for inactives: at the top dose activity change, negative = inhibition, hits mostly inhibitors;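 further: 0% = enzyme with vehicle and -100% = no enzyme basal signal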
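Human spleen homogenate (1 ug) with 4-methylumbelliferyl-alpha-D-glucopyranoside (1 mM final) in 50 mM citrate/phosphate pH 5.0, 0.01% Tween-20; 40 min at 37 C. Stopped at pH 10; 4-MU fluorescence Ex 365/Em 440 nm; AC50 by Hill fit.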
GAA glycogen mod = qHTS Assay for Inhibitors and Activators of Human alpha-Glucosidase Cleavage of Glycogen. Lysosomal alpha-glucosidase (Homo sapiens), P10253. recombinant GAA, glycogen substrate, Amplex Red glucose oxidase fluorescence. Potency, µM (highest dose often 76.4 µM), for inactives: at the highest dose activity change, negative = inhibition, most hits filed as inhibitors. hit rate 0.38% among 300,000. AID 2100, 2009;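 further: 0% = full enzyme reaction and -100% = no-enzyme basal signal; the screen sought inhibitors and activators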
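Recombinant human enzyme (4 nM); glycogen substrate; 37 C, 40 min, pH 5.0. Readout: coupled glucose oxidase/Amplex Red fluorescence.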
HttQ103 aggreg = qHTS Multiplex Assay to Identify Dual Action Probes in a Cell Model of Huntington: Aggregate Formation (GFP) | hit rate 1.1% among 220,000 | AID 1688, 2009 | PC12 HttQ103-GFP aggregates, Acumen cytometry, 40 h | Potency, µM (titrated, usually from 46.1 µM), for the others: at the highest dose activity change, negative = inhibition, most hits filed as inhibitors; further: on the % scale 0 is the no-effect control and ±100 the full control effect; nearly all actives have a fitted effect of over 60% in size
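Compounds (qHTS titration) were added to PC12 cells expressing an ecdysone-driven HTT exon 1 Q103–GFP fusion after induction with 100 nM tebufenozide. Aggregate formation was measured as GFP objects in cell lysates.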
* hit, by the source's call; [ ] = another dose, or the depositor's remark. Unless noted, the call rests on the fitted dose curve; in most records, active means well fitted curve in the direction sought with a large enough effect; inconclusive means small, poorly fitted or top-dose-only effect, or another doubt; inactive means no such curve, though single readings can be large; an effect the other way counts as inactive or inconclusive. Potency means the concentration at half of the fitted maximal effect. A portion of the library; count on the stated rates, not on these rows.

CCOC(=O)c1c(C)n(CC(O)c2ccccc2)c2ccc(O)cc12 (configuration not stated) was read as RGS12 GoLoco inh -4%, GAA inh -35%, HTT cytoprotect -15%[0.074 µM], IMPase Li cell 8%[38.3 µM], GAA spleen mod -3%, GAA glycogen mod -29% and HttQ103 aggreg -5%.
CC(C)(CN)CN was read as RGS12 GoLoco inh -2%[14.2 µM], HTT cytoprotect 5%[10 µM] and IMPase Li cell -7%.
For C/C(=C\c1ccc(Cl)cc1)C(C)(C)C(=O)O the results were RGS12 GoLoco inh 8%[14.2 µM], HTT cytoprotect -28%[10 µM] and IMPase Li cell -3%.
`CS(=O)(=O)Nc1ccc(C2=NN(S(=O)(=O)c3ccc(F)cc3)C(c3ccco3)C2)cc1` (configuration not stated) gave RGS12 GoLoco inh 54%[activator], GAA inh 0%, HTT cytoprotect -37%[inhibitor], IMPase Li cell 10%, GAA spleen mod -4%, GAA glycogen mod 0% and HttQ103 aggreg -16%.
For COc1cccc(NC(=O)NC2(C(F)(F)F)Oc3ccccc3O2)c1 the results were RGS12 GoLoco inh -18%, GAA inh -2%, HTT cytoprotect -21%[10 µM], IMPase Li cell 11%, GAA spleen mod 0%, GAA glycogen mod 8.9µM* and HttQ103 aggreg 24%.
`c1ccc(N=P(N2CCOCC2)(N2CCOCC2)N2CCOCC2)cc1` gave RGS12 GoLoco inh 9%, GAA inh -18%, HTT cytoprotect -13%[10 µM], IMPase Li cell -8%[38.3 µM], GAA spleen mod -1%, GAA glycogen mod 5% and HttQ103 aggreg -15%.
For CN(C)Cc1ccccc1-c1cc(N(C)C)ncn1 the results were RGS12 GoLoco inh -3%, HTT cytoprotect 12%, IMPase Li cell -2% and GAA spleen mod -9%.
`COc1cc(C2NC(=S)NC(C)=C2C(=O)c2ccccc2)ccc1O` (configuration not stated) gave RGS12 GoLoco inh 9%, GAA inh inconclusive, HTT cytoprotect -4%[10 µM], IMPase Li cell 7%, GAA spleen mod 3%, GAA glycogen mod 6% and HttQ103 aggreg 2%.
For COc1cccc(C(=O)Nc2cccc(OCC(=O)O)c2)c1 the results were RGS12 GoLoco inh -13%, GAA inh 0%, HTT cytoprotect -11%[10 µM], IMPase Li cell -3%[38.3 µM], GAA spleen mod 0%, GAA glycogen mod 5% and HttQ103 aggreg inconclusive.
`CN(C)N1C(N)=C(C#N)C(c2cccs2)C2=C1CCCC2=O` (configuration not stated) gave RGS12 GoLoco inh 13%, GAA inh -4%, HTT cytoprotect -29%, IMPase Li cell -4%, GAA spleen mod -3%, GAA glycogen mod -15% and HttQ103 aggreg -16%.
Screening Cc1nc2ccccc2nc1N1CCCCC1 returned GAA inh -4%, HTT cytoprotect -22%, GAA spleen mod 4%, GAA glycogen mod 0% and HttQ103 aggreg 4%.
`CSc1ccccc1NC(=O)COc1ccc(Cl)cc1` gave RGS12 GoLoco inh 8%, GAA inh -1%, HTT cytoprotect 16%[10 µM], IMPase Li cell 6%, GAA spleen mod -5%, GAA glycogen mod -8% and HttQ103 aggreg -18%.
For O=c1cc(CN2CCN(c3ccc(F)cc3)CC2)c2cc3c(cc2o1)CCCC3 the results were RGS12 GoLoco inh 4%, GAA inh 3%, HTT cytoprotect -7%, IMPase Li cell -8%[38.3 µM], GAA spleen mod -15%, GAA glycogen mod 0% and HttQ103 aggreg 15%.
Screening CN(C)/C=C/C(=O)c1ccc(Cl)c([N+](=O)[O-])c1 returned RGS12 GoLoco inh 7%, GAA inh -13%, HTT cytoprotect 15%, IMPase Li cell 0%, GAA spleen mod -19%, GAA glycogen mod 4% and HttQ103 aggreg 19%.
`O=C1C=C(NCc2ccco2)C2(CCCCC2)O1` gave RGS12 GoLoco inh -6%, GAA inh 2%, HTT cytoprotect -2%, IMPase Li cell 20%[38.3 µM], GAA spleen mod -1%, GAA glycogen mod -1% and HttQ103 aggreg -11%.
Screening Cc1cc(NC(=O)CSc2nc(-c3ccccc3)nc3c2c(=O)n(C)c(=O)n3C)no1 returned RGS12 GoLoco inh 0%, HTT cytoprotect 6%[10 µM], IMPase Li cell 2%, GAA spleen mod 5%, GAA glycogen mod 16% and HttQ103 aggreg -10%[9.22 µM].
`Cc1cc(C)cc(NC(=O)Nc2ccccc2N2CCCCC2)c1` gave RGS12 GoLoco inh -3%, HTT cytoprotect 9%[10 µM], GAA spleen mod 3%, GAA glycogen mod -6% and HttQ103 aggreg -7%[9.22 µM].
`CCOC(=O)c1nn(-c2ccc(C)cc2)c2nc(Nc3ccccc3)cc(=O)n12` gave RGS12 GoLoco inh -1%, GAA inh -2%, HTT cytoprotect -7%, IMPase Li cell 1%[38.3 µM], GAA spleen mod 8%, GAA glycogen mod 0% and HttQ103 aggreg 16%.
`COc1cc(OC)cc(C(=O)NCCSCc2ccco2)c1` gave RGS12 GoLoco inh 4%, GAA inh 4%, HTT cytoprotect 7%[1.9 µM], IMPase Li cell 5%[38.3 µM], GAA spleen mod 1%, GAA glycogen mod -8% and HttQ103 aggreg -8%.
COC(=O)c1ccc(CSc2nnc(Nc3ccccc3OC)s2)o1 was read as RGS12 GoLoco inh 10%, GAA inh 1%, HTT cytoprotect -21%, IMPase Li cell -3%[38.3 µM], GAA spleen mod -9%, GAA glycogen mod -4% and HttQ103 aggreg -5%.
CN(C)S(=O)(=O)N1C(=O)c2ccccc2C1=O was read as RGS12 GoLoco inh 12%, GAA inh 8%, HTT cytoprotect -8%[10 µM], GAA spleen mod -5%, GAA glycogen mod 8% and HttQ103 aggreg -10%[9.22 µM].
Screening O=C(CSc1nnc2ccccn12)NCCc1ccc(F)cc1 returned RGS12 GoLoco inh -3%, GAA inh inconclusive, HTT cytoprotect -35%[inhibitor], IMPase Li cell -1%, GAA spleen mod -16%, GAA glycogen mod 9% and HttQ103 aggreg -4%.
For COc1cc2c(cc1OC)C(C1C(=O)CC(C)(C)CC1=O)N(C(=O)CCl)CC2 (configuration not stated) the results were RGS12 GoLoco inh 4%, GAA inh 9%, HTT cytoprotect 30%[10 µM], IMPase Li cell 0%, GAA spleen mod -2%, GAA glycogen mod -15% and HttQ103 aggreg 15%.
`COc1nccnc1NS(=O)(=O)c1ccc(NS(=O)(=O)c2ccc(NC(C)=O)cc2)cc1` gave RGS12 GoLoco inh 0%, GAA inh inconclusive, HTT cytoprotect 1%, IMPase Li cell 15%[38.3 µM], GAA spleen mod -19%, GAA glycogen mod -24% and HttQ103 aggreg 11%[1.84 µM].
Screening CCOC(=O)c1cc2c(N)c(C(=O)c3ccc(Br)cc3)sc2[nH]c1=O returned RGS12 GoLoco inh 38%[activator], GAA inh -10%, HTT cytoprotect -16%, IMPase Li cell -1%, GAA spleen mod 2%, GAA glycogen mod 10% and HttQ103 aggreg -22%[9.22 µM].
For CCCC1CCC(c2nc(-c3cccnc3)no2)CC1 (configuration not stated) the results were RGS12 GoLoco inh -3%, GAA inh -16%, HTT cytoprotect 1%[10 µM], IMPase Li cell 16%[38.3 µM], GAA spleen mod -1%, GAA glycogen mod 16% and HttQ103 aggreg -14%.
`CC(C)OCCCn1c(-c2ccc(Br)cc2)c[nH]c1=S` gave RGS12 GoLoco inh 14%, GAA inh 4%, HTT cytoprotect -12%[10 µM], IMPase Li cell 15%, GAA spleen mod -1%, GAA glycogen mod inconclusive and HttQ103 aggreg 5%.
`Cc1cc(-c2cccs2)c(C#N)c(=S)[nH]1` gave RGS12 GoLoco inh -3%, HTT cytoprotect -7%[10 µM], GAA spleen mod 2%, GAA glycogen mod -18% and HttQ103 aggreg 1%[9.22 µM].
`CC(C)=CCn1cnc2c1c(=O)n(C)c(=O)n2C` gave RGS12 GoLoco inh 1%, HTT cytoprotect -26%, IMPase Li cell 22% and GAA spleen mod 6%.
Screening CCCCNC(=O)c1cnc2n(c1=O)CCS2 returned RGS12 GoLoco inh -14%, GAA inh -2%, HTT cytoprotect -7%[10 µM], IMPase Li cell -2%, GAA spleen mod -7%, GAA glycogen mod 5% and HttQ103 aggreg -13%.
`CCC(Oc1ccccc1)C(=O)Nc1ccc(S(=O)(=O)NCC2CCCO2)cc1` (configuration not stated) gave RGS12 GoLoco inh 4%, GAA inh 4%, HTT cytoprotect -2%, IMPase Li cell -18%[38.3 µM], GAA spleen mod 10%, GAA glycogen mod 7% and HttQ103 aggreg inconclusive.
`CN(C)c1ccc(/C=C2/C=C(c3ccc4c(c3)CCCC4)OC2=O)cc1` gave RGS12 GoLoco inh 44%[activator], HTT cytoprotect -2%[10 µM], GAA spleen mod -3%, GAA glycogen mod -1% and HttQ103 aggreg -13%[9.22 µM].
Screening C=CCn1c2ccccc2c2nnc(SCC(=O)OCN3C(=O)c4ccccc4C3=O)nc21 returned RGS12 GoLoco inh -3%, GAA inh 3%, HTT cytoprotect 4%[10 µM], IMPase Li cell inconclusive, GAA spleen mod -1%, GAA glycogen mod 1% and HttQ103 aggreg -2%.
Cc1ccc(C2=N/C(=C\N(C)C)C(=O)O2)cc1 was read as RGS12 GoLoco inh 8%, GAA inh 2%, HTT cytoprotect -30%, IMPase Li cell 3%[38.3 µM], GAA spleen mod -7%, GAA glycogen mod -3% and HttQ103 aggreg 8%.
Screening CCN(CC1COc2ccccc2O1)C(=S)NCCCN(C)C (configuration not stated) returned RGS12 GoLoco inh 5%, GAA inh 1%, HTT cytoprotect -16%[10 µM], IMPase Li cell 4%, GAA spleen mod inconclusive, GAA glycogen mod 3% and HttQ103 aggreg 21%.
For Cc1ccc(S(=O)(=O)c2cc3c(=O)n4ccccc4nc3n(C)c2=N)cc1 the results were RGS12 GoLoco inh 28%, GAA inh -17%, HTT cytoprotect -16%[1.9 µM], IMPase Li cell 35%[activator][38.3 µM], GAA spleen mod -7%, GAA glycogen mod 4% and HttQ103 aggreg 0%.

Screening data from PubChem BioAssay.
